Screening data (PubChem)
pPAFAH FP inh: inhibitors of human plasma PAF acetylhydrolase (pPAFAH); Q13093; recombinant pPAFAH, FP-rhodamine probe fluorescence polarization; inhibition, % at 3.39 µM; 330,000 compounds, 1.5% hits; AID 463082;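 active means inhibition above the mean inhibition across the screen plus 3 SD, cut at about 25% in these data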;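 further: inhibitors block binding of the rhodamine activity-based probe so polarization drops; 0% = enzyme with DMSO and 100% = wells lacking pPAFAH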
PAFAH1B3 FP inh: PAFAH1B3 (human) inhibition; recombinant PAFAH1B3, FP-rhodamine probe, fluorescence polarization; inhibition, % at 3.39 µM; 340,000 compounds, 0.28% hits; AID 492972;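 active means inhibition above the screen-wide average of all tested compounds plus 3 SD, cut at about 25% in these data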;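 further: 0% = enzyme with DMSO only and 100% = wells lacking PAFAH1B3 protein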
Target sequence (Q15102 whole entry, looked up): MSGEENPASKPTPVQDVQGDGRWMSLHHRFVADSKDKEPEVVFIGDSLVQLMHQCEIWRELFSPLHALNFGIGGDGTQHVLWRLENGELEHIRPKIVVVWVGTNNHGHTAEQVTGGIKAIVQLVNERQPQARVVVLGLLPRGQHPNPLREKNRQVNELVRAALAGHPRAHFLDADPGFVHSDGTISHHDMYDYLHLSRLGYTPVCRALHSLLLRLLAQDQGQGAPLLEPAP
PME-1 inh: PME-1 (human) inhibition. Q9Y570. recombinant PME-1, FP-Rh probe fluorescence polarization. inhibition, % at 5.9 µM. 320,000 compounds, 0.53% hits;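 active means inhibition above the campaign mean of all compounds plus 3 SD, cut at about 26% in these data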;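 further: competitive labeling of PME-1 active site by serine hydrolase directed probe; 0% = PME-1 with DMSO and 100% = wells lacking PME-1 enzyme; inhibitors block probe labeling so polarization falls and inhibition rises; many of its hits are not listed in these tables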
GSTO1 inh: blocks human GSTO1 in RBBP9 counter-screen; recombinant GSTO1, activity-based probe fluorescence polarization; inhibition, % at 5.96 µM; 300,000 compounds, 1.1% hits;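 active means inhibition above the campaign mean inhibition plus 3 SD, cut at about 35% in these data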;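 further: 0% = GSTO1-1 with DMSO and 100% = wells lacking GSTO1-1 enzyme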
PAFAH1B2 FP inh: inhibitors of human PAFAH1B2. P68402. recombinant PAFAH1B2, FP-rhodamine activity probe, fluorescence polarization. inhibition, % at 3.39 µM. 340,000 compounds, 1.2% hits;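 active means inhibition above the mean of all tested compounds plus 3 SD, cut at about 24% in these data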;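 further: 0% = enzyme with DMSO and 100% = wells lacking PAFAH1B2; many of its hits are not listed in these tables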
Target sequence (P68402 whole entry, looked up): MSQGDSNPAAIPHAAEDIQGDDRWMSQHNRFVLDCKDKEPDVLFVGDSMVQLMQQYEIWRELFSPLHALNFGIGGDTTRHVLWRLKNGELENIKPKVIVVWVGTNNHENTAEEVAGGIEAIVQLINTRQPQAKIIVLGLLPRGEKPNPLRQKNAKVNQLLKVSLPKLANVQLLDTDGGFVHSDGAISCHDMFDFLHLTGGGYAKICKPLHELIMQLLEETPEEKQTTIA
LYPLA1 inh: LYPLA1 (human) inhibition in PME1 counter-screen; recombinant LYPLA1, FP-Rh probe fluorescence polarization; AID 2174; inhibition, % at 5.9 µM; O75608; 320,000 compounds, 0.16% hits;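 active means inhibition above the mean of all tested compounds plus 3 SD, set per campaign, cut at about 14% in these data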;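 further: inhibitors block serine hydrolase probe labeling of LYPLA1 so polarization falls; 0% = enzyme with DMSO and 100% = wells lacking LYPLA1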
Target sequence (O75608 whole entry, looked up): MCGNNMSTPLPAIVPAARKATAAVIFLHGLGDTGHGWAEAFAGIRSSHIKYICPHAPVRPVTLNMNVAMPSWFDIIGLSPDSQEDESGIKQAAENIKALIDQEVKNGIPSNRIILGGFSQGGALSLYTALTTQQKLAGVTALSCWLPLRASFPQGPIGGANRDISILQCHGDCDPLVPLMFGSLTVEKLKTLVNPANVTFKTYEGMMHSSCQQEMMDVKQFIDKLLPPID
PREPL inh: inhibits the human prolyl oligopeptidase-like enzyme; inhibition, % at 5.96 µM; AID 2751; 320,000 compounds, 0.68% hits; recombinant PREPL, fluorescence polarization activity-based probe; in the data active means inhibition above about 43%;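 further: 0% = enzyme with DMSO and 100% = wells lacking enzyme; many of its hits are not listed in these tables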
PAD4 inh: blocks human protein arginine deiminase 4; Q9UM07; recombinant PAD4, RCA probe fluorescence polarization; inhibition, % at 6.36 µM; 330,000 compounds, 0.41% hits;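 active means percent inhibition above a cutoff equal to the mean of all tested compounds plus 3 SD, cut at about 15% in these data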;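 further: 0% = PAD4 with RCA probe and DMSO and 100% = probe without PAD4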
LYPLA2 inh: LYPLA2 (human) inhibition in PME1 counter-screen. O95372. recombinant LYPLA2, FP-Rh probe fluorescence polarization. inhibition, % at 5.9 µM. 320,000 compounds, 0.38% hits;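 active means inhibition above the screen-wide mean plus 3 SD, limit set per campaign, cut at about 26% in these data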;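 further: 0% = LYPLA2 with DMSO and 100% = wells lacking LYPLA2 enzyme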
Target sequence (O95372 whole entry, looked up): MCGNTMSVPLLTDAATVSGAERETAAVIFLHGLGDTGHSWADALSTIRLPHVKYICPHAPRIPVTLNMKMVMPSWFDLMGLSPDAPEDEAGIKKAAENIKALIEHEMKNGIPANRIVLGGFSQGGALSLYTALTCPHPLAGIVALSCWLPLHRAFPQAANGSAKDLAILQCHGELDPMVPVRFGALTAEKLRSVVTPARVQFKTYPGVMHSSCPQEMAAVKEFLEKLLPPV
* hit, by the source's call; x = no result given. A portion of the library; the hit share may differ from the screen's.

SMILES	pPAFAH FP inh	PAFAH1B3 FP inh	PME-1 inh	GSTO1 inh	PAFAH1B2 FP inh	LYPLA1 inh	PREPL inh	PAD4 inh	LYPLA2 inh
N#CC1=C(N)NC(SCC(=O)Nc2ccccc2)=C(C#N)C12CCCCC2	6.2	6.1	-2.6	-12.7	15.8	-1.6	-3.5	3.6	-3.5
CC(=O)c1cc(-c2ccc(F)cc2)n(CCC(=O)Nc2cc(C)[nH]n2)c1C	8.3	12.2	-4.5	-2.7	-5.5	-1.0	-9.6	2.1	-1.2
O=C1NCCCc2c1oc1cc(Br)c(O)c(Br)c21	-0.5	11.6	2.6	14.8	7.9	-2.0	8.3	1.5	2.7
CC(=O)Nc1ccc(C(=O)NN2C(=O)c3ccccc3C2=O)cc1	-0.5	6.1	-1.5	-0.5	1.7	2.1	6.7	-3.6	4.5
Cc1c(C)c2ccc(OCC(=O)N3CC[C@@]4(O)CCCC[C@H]4C3)c(C)c2oc1=O	1.6	8.8	4.3	-0.7	3.6	1.8	10.7	0.4	4.7
O=C(Nc1nc2c(s1)CCCC2)C1COc2ccccc2O1 (centres undefined)	-4.5	-6.2	-4.2	1.8	-8.6	0.4	3.5	0.6	5.7
Cc1ccccc1-n1c(-c2ccoc2C)n[nH]c1=S	-3.8	8.1	5.1	9.0	7.7	1.8	1.8	6.8	0.8
CC(=O)CCn1cnc([N+](=O)[O-])n1	0.0	10.9	-3.1	-1.4	3.4	-2.9	8.9	-0.8	3.8
CCCCC[C@H]1CN(Cc2ccccc2)C(=O)[C@@H]1CC(=O)NCc1ccc(OC)cc1	10.1	8.6	3.7	6.3	6.9	2.5	23.4	1.2	-0.4
O=C1NC(Cc2c[nH]c3ccccc23)C(=O)N1Cc1ccc(CN2C(=O)NC(Cc3c[nH]c4ccccc34)C2=O)cc1 (centres undefined)	10.8	6.9	5.4	-2.8	1.9	-6.0	76.2*	3.5	-0.6
Cc1cc(C(=O)N/N=C\C(Br)=C\c2ccccc2)c(C)o1	-1.9	x	-5.9	-7.3	x	-0.7	1.8	-2.8	-7.5
CC(=O)c1c(NCc2ccccc2)nc(=O)n(-c2ccccc2)c1C	-2.6	7.3	1.6	9.9	2.6	1.5	1.8	3.3	-4.1
O=C(COC(=O)Cn1cnc2ccccc2c1=O)Nc1ccc2c(c1)OCO2	-0.1	2.3	5.6	-1.7	4.7	-3.5	7.3	-2.9	7.1
O=C(O)c1ccc(/C=N/NC(=O)c2ccc(CN3c4cccc5cccc(c45)S3(=O)=O)cc2)cc1	-24.3	-16.4	-38.4	-40.6	-10.1	-25.3	-41.4	-9.9	-11.9
O=C(/C=C/c1ccccc1O)c1ccco1	3.5	-3.4	3.5	1.8	-2.7	-1.9	-0.1	1.3	-0.1
COc1ccc(N2C(=O)CCC(C(=O)Nc3cccc(C)n3)C2c2ccc(OC)c(OC)c2)cc1 (centres undefined)	-0.1	5.0	-6.5	8.5	4.0	-4.2	-1.0	-3.4	2.8
CCOCC(=O)Nc1cc(-c2cn3cccnc3n2)ccc1C	4.1	7.0	1.7	1.9	2.4	-2.1	4.5	1.9	-3.4
COc1ccc(-c2oc3ccccc3c(=O)c2OC(=O)c2ccc(C)cc2)cc1	3.1	15.0	-9.7	3.3	-2.7	-1.6	-10.4	-5.0	-2.1
CCC(Oc1ccccc1)C(=O)N1CCN(c2ccccn2)CC1 (centres undefined)	-0.6	4.5	5.5	2.0	6.7	4.1	-0.5	1.6	6.7
COC(=O)c1ccccc1NC(=O)n1cc(C)cn1	1.8	8.6	3.1	3.1	7.5	-1.8	-0.1	-2.1	0.3
COc1ccc(C(=O)NC2CCN(C(=S)Nc3cc(C)cc(C)c3)CC2)cc1	-0.7	8.2	0.2	-1.1	-3.6	2.5	-1.4	2.6	-1.2
CCc1nnc(NS(=O)(=O)c2ccc(NC(=O)/C=C/c3ccccc3Cl)cc2)s1	-14.4	0.9	-20.4	-44.0	-15.8	-21.2	15.8	-3.3	-9.8
COCCNC(=O)c1ccc(-c2csc(C)n2)cc1	1.2	4.2	4.4	1.4	5.4	1.7	-2.1	-5.1	0.5
Cc1ccc(NC(=O)c2ccc(CSc3nnc(C)s3)cc2)cc1	-2.0	1.3	-4.4	-7.9	4.5	-9.5	1.7	-2.6	6.9
COc1ccc(-c2nc3ccccc3s2)cc1O	1.8	4.2	0.7	-3.8	3.4	3.5	11.8	-2.2	-1.1

Overlap with the part before: 2 entries, then new ones.
SMILES	pPAFAH FP inh	PAFAH1B3 FP inh	PME-1 inh	GSTO1 inh	PAFAH1B2 FP inh	LYPLA1 inh	PREPL inh	PAD4 inh	LYPLA2 inh
Cc1ccc(NC(=O)c2ccc(CSc3nnc(C)s3)cc2)cc1	-2.0	1.3	-4.4	-7.9	4.5	-9.5	1.7	-2.6	6.9
COc1ccc(-c2nc3ccccc3s2)cc1O	1.8	4.2	0.7	-3.8	3.4	3.5	11.8	-2.2	-1.1
COc1cc(NC(=O)C/C(C)=N/NC(=O)C2CCCCC2)c(OC)cc1Cl	2.4	7.2	-4.6	6.5	-2.5	1.2	11.5	-4.4	0.2
C[N+]1=C(/C=C/Nc2ccccc2Cl)C(C)(C)c2ccccc21	-9.2	-3.2	-20.2	-1.9	-6.1	-15.5	-60.3	-55.7	-25.1
O=C(O)c1cn(-c2ccccc2)c(=O)c2ccccc12	-0.3	-3.6	-5.0	8.3	3.0	0.5	-4.0	-1.2	1.5
S=C(Nc1ccc(Br)cc1)N1CCCC1	0.4	-2.1	10.7	1.9	7.7	-0.3	-31.7	1.4	2.7
O=C(CN1CCN(c2ncccn2)CC1)N1CCCc2c1c(=O)oc1ccc(O)cc21	2.1	-3.6	1.3	24.6	-0.8	1.0	9.2	2.4	-0.2
CC(C)(C)CN1CCC(Oc2cccc(C(=O)N3CCNC(=O)C3(C)C)c2)CC1	-0.2	8.4	-5.3	8.0	2.0	-3.9	12.5	-1.9	2.5
Cc1ccccc1C(=O)N=c1ccn(-c2nc3ccccc3nc2NS(=O)(=O)c2ccccc2)cc1	-5.9	5.2	2.4	-1.2	0.7	-1.5	19.2	1.1	-3.1
COc1ccccc1CNC(=O)c1ccc(CS(=O)Cc2cccc(Cl)c2)o1 (centres undefined)	6.5	9.0	-3.2	0.8	0.8	-4.7	-1.6	-2.3	0.1
COc1ccc(OC)c(/C=C/C(=O)OCC(=O)Nc2cccc(Oc3ccccc3)c2)c1	-4.3	-26.2	15.4	-8.9	-17.1	-9.6	-1.3	-5.0	-7.4
Cc1ccc(F)c(Cn2cnc3c(cnn3C(C)(C)C)c2=O)c1Cl	5.7	13.4	1.5	x	2.9	2.3	16.0	-0.3	1.0
COc1ccc(/C=C/C(=O)OCC(=O)Nc2ccc3c(c2)OCO3)cc1	8.1	-2.2	1.1	x	1.5	-0.9	9.0	-1.4	0.1
CCN1C(=O)c2cccc3c(S(=O)(=O)N4CCC(C)CC4)ccc1c23	0.3	2.0	-2.5	x	3.1	1.5	5.6	-0.8	2.7
Cc1cc(C)nc(N2CCCC(C(=O)NNC(=O)c3ccncc3)C2)n1 (centres undefined)	2.1	-0.8	-2.3	-3.3	-0.3	0.5	-15.8	-2.6	2.7
C=CCc1cccc2cc(C(=O)O)c(=O)oc12	-0.6	5.3	-6.0	1.8	10.1	0.2	3.3	1.9	-6.0
COc1ccccc1OCCCC(=O)Nc1ccc2c(c1)OCCO2	2.0	6.9	-1.1	-1.4	3.4	3.4	10.2	-4.5	6.3
Fc1ccccc1CNCCC(Cc1ccccc1)c1ccc2c(c1)OCO2 (centres undefined)	-2.9	3.7	-2.5	0.9	3.6	-0.7	-25.7	1.8	1.1
O=C(O)c1ccc(OCCOc2ccccc2)cc1	-3.6	10.5	-8.2	-0.7	4.9	-0.9	-3.4	-5.2	8.2
CC(CC(=O)Nc1ccc(C(N)=O)cc1)c1ccccc1 (centres undefined)	2.5	6.3	1.4	-0.4	8.0	-1.8	-1.3	1.4	7.7
COc1ccc(C2CC(=O)Oc3cc(O)cc(O)c32)cc1 (centres undefined)	-2.5	13.8	7.3	14.3	3.0	4.0	7.5	0.2	7.9
CC(C)(O)[C@@H]1CC(=O)[C@]2(C)[C@H](CC[C@@]3(C)[C@H](c4ccoc4)OC(=O)[C@H]4O[C@]432)[C@@]1(C)/C=C\C(=O)O	0.2	-4.2	2.7	x	4.3	-2.9	2.3	-0.8	-0.6
CC(=O)C(Sc1nc(N2CCOCC2)nc(N2CCOCC2)n1)C(=O)Nc1ccccc1 (centres undefined)	-8.6	6.8	-8.4	-6.7	-2.5	-0.6	9.0	0.0	4.9
CCOc1ccc(C2CC(c3cccc(OC)c3)n3nc(N)nc3N2)cc1 (centres undefined)	-5.8	7.4	-1.3	-3.0	-0.3	-1.7	42.6	-1.8	-6.5
COCc1c(C(=O)OCc2nnc(-c3ccc([N+](=O)[O-])cc3)o2)oc2ccccc12	9.5	4.8	x	x	2.9	x	43.3*	1.5	x
COC(=O)c1cc(CNC(=O)c2ccccc2Cl)ccc1OC	2.5	0.7	-1.2	3.3	-1.0	-1.4	-5.1	-4.5	2.3
COc1ccc(NC(=O)C(NC(C)=O)C(=O)NCc2ccccc2Cl)cc1 (centres undefined)	-2.3	-2.5	-5.2	0.9	-1.4	-2.9	-16.4	-1.9	2.8

Other records follow:
SMILES	pPAFAH FP inh	PAFAH1B3 FP inh	PME-1 inh	GSTO1 inh	PAFAH1B2 FP inh	LYPLA1 inh	PREPL inh	PAD4 inh	LYPLA2 inh
Cc1ccc(N2C(=O)C3CCCN3C2=S)cc1Cl (centres undefined)	3.1	10.6	-4.0	10.2	1.9	-3.4	1.3	1.2	1.4
O=C1CCCC2=C1C(c1ccccc1)NC(=S)N2 (centres undefined)	2.6	-3.1	-2.1	1.6	7.0	-1.6	4.0	1.6	3.2
CC(=O)Nc1ccc(C(=O)NNC(=O)c2cccs2)cc1	-4.9	4.9	-2.7	0.8	3.0	-0.1	-2.0	-2.1	2.3
CNc1nccc(-c2ccc(F)cc2)c1C#N	4.8	10.2	-0.3	-1.1	7.2	2.7	8.4	1.4	10.4
Cc1ccc(C(=O)NCC(=O)OCC(=O)Nc2ccccc2[N+](=O)[O-])cc1	7.7	-6.1	-0.7	-6.1	4.0	0.2	2.6	-8.9	-4.8
CCOC(=O)N1CCN(C(=O)c2ccc(C#CC3(O)CCCCC3)cc2)CC1	5.9	0.3	0.4	-3.1	4.5	-2.8	5.3	0.6	-2.9
O=C(CN1CCN(C(=S)NC2CCCC2)CC1)Nc1ccc(Oc2ccccc2)cc1	15.5	-2.2	0.4	1.6	4.1	-0.2	-0.1	8.1	11.5
COc1ccc(-c2nn(C)c(=O)c3ccccc23)cc1CNC(=O)NC1CCCCC1	-5.8	x	-4.9	2.8	x	-5.6	-0.5	-5.0	-7.3
CC1(C)CCc2cc(S(=O)(=O)N3CCN(S(=O)(=O)c4c(F)cccc4F)CC3)ccc2O1	6.1	6.0	x	x	4.1	x	6.9	-3.3	x
CC1CCc2nc(NC(=O)CN3CCN(c4ccccc4)CC3)sc2C1 (centres undefined)	3.0	-2.7	4.4	-4.0	7.3	3.1	10.3	5.5	4.9
CCC(=O)N1CCc2cc(S(=O)(=O)CCC(=O)Nc3ccc(OC)c(OC)c3)ccc21	-0.6	2.0	5.2	2.9	0.2	0.8	-1.2	-0.9	0.8
C#CCOCCOCCOCCNc1nc(N2CCN(C(=O)[C@H]([C@@H](C)CC)n3cc(CCCN=C(N)N)nn3)CC2)nc(N2CCN(C(=O)[C@H](Cc3ccc(O)cc3)n3cc(CCO)nn3)CC2)n1	-4.9	5.9	-8.3	2.6	3.5	0.5	8.3	-2.2	0.6
